Measles CPE = protection of cells from measles virus; AID 841; protection (pct of control), % at 4 µM; actives 1.5% (n = 140,000); Measles virus-infected cells, CPE protection, absorbance; in the data active = protection mostly above about 24%, no sharp cut-off; inactive = mostly below about 26%; note: some compounds called inactive have numbers as strong as hits
BB579 growth dn = yeast BB579 growth reduction in restrictive medium. S. cerevisiae BB579 growth, OD615, 48 h. actives 0.51% (n = 140,000). AID 804. inhibition, % at 10 µM;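 active = inhibition above a set limit, 3 SD over the mean compound inhibition, cut at about 44% in these data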; note: inactives centre near -24
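Detection: OD615 turbidity measurement; Material: Saccharomyces cerevisiae DeaD strain BB579, replicative lifespan model yeast; Timing: 48 h exposure, 30 °C; Doses: single 10 µM dose; Medium: CSMM-D restrictive synthetic medium containing dextrose (glucose); Controls: amphotericin B at 10 µg/mL as positive control.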
Yeast life ext = yeast lifespan extension; S. cerevisiae growth with nicotinamide, OD615; deaD strain in restrictive glucose medium; inhibition of the nicotinamide effect, % at 10 µM; actives 0.68% (n = 130,000); AID 775;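 active = inhibition above a set limit, placed 3 SD over the median of all compounds, cut at about 26% in these data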;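 note: 0% = nicotinamide-treated wells and 100% = cells grown without nicotinamide; some compounds called inactive have numbers as strong as hits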
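Assay system: DeaD-strain S. cerevisiae. Medium: CSMM-D glucose medium, restrictive. Reagent: nicotinamide, 1.5 mM, co-present with compound. Compound: 10 µM single point, 0.25% DMSO. Schedule: culture preincubation 4 h, compound exposure 48 h, both 30 °C. Detection: absorbance at 615 nm.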
NPY-Y2 antag = blocks the human neuropeptide Y Y2 receptor. P49146. NPY-Y2 expressing cells, antagonist mode. inhibition, % at 2.7 µM. actives 0.99% (n = 140,000). AID 793; in the data active = inhibition above about 17%;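 note: 0% = vehicle with agonist challenge and 100% = reference antagonist with challenge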
Target sequence (P49146 whole entry, looked up): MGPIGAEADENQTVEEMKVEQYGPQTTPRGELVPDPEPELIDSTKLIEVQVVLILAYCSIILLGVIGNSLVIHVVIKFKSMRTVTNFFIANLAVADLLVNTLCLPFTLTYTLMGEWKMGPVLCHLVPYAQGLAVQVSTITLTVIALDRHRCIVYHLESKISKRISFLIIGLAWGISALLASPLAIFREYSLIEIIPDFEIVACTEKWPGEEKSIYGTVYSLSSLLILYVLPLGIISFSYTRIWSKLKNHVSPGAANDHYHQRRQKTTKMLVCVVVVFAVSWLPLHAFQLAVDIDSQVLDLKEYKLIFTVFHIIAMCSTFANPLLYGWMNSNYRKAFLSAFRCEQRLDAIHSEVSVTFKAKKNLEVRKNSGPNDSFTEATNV
PTEN del growth = PTEN-deleted cell growth suppression; HCT116 PTEN-null viability, CellTiter-Glo, 60 h; stronger effect = lower value; viability, % at 10 µM; actives 1.2% (n = 140,000); AID 827;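 active = viability at or below a set limit, 4 SD under the median of all tested compounds, cut at about 3.7% in these data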;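 note: PTEN knockout HCT116 line with beta catenin targeted HCT116 as companion control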
Phagocyt inh = macrophage phagocytosis inhibition. J774A.1 macrophage IgG-bead phagocytosis, imaging. inhibition, % at 5 µM. actives 0.07% (n = 110,000). AID 1029;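 active = inhibition above the mean of the plate negative controls plus 5 SD, cut at about 13% in these data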;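 note: phagocytic index as fraction of beads internalized from green versus red external bead signal; plate controls were DMSO negative control for no effect and cytochalasin-D positive control for full effect; some results beyond the cut were filed as inactive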
HCT116 bCat-KO = beta-catenin-lacking colon tumor cell growth suppression | viability, % at 10 µM | HCT116 beta-catenin knockout viability, CellTiter-Glo, 60 h; stronger effect = lower value | actives 1.5% (n = 140,000);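 active = viability at or under a set limit, the compound median less 4 SD, cut at about 6% in these data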;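 note: 0% = Hyamine 1622 control at 20 µM and 100% = untreated cell control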
GALR2 antag = antagonists of human galanin receptor 2 (GALR2); O43603; GALR2-expressing cells, antagonist mode; inhibition, % at 4 µM; actives 0.39% (n = 140,000); AID 828; in the data active = inhibition above about 27%;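 note: cells stimulated with galanin 1-16 at roughly its EC80; 0% = agonist challenge control and 100% = basal control without agonist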
Target sequence (O43603 whole entry, looked up): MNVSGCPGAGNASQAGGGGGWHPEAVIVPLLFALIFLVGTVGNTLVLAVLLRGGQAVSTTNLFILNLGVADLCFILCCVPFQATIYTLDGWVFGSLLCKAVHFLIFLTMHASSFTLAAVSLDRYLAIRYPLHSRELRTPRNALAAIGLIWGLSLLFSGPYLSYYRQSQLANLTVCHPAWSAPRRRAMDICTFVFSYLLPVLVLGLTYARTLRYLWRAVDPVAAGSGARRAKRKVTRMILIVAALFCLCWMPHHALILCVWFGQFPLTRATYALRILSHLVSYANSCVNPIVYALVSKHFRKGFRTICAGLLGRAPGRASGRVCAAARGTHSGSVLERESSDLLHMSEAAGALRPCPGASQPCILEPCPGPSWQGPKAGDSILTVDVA
E-sel TNF inh = blocks E-selectin expression induced by TNF alpha; HUVEC TNFa-induced E-selectin immunofluorescence, high content; inhibition, % at 2 µM; actives 0.71% (n = 120,000);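 active = inhibition above the batch mean plus 3 SD, and confirmed as a hit on visual image review, cut at about 43% in these data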;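 note: 0% = TNF-stimulated DMSO wells and 100% = unstimulated control wells; not every result past the cut was called active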
MRP-1 activ = activates MRP-1 | H69AR cells + doxorubicin, viability rescue, CellTiter-Glo | viability increase, % at 10 µM | actives 0.61% (n = 140,000) | AID 799;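 active = viability gain under doxorubicin at or above a set limit, the compound median plus 3 SD, cut at about 4.7% in these data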;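 note: MRP-1 overexpressing cells given doxorubicin 25 µM after compound pretreatment; 18-22 h compound pretreatment then 72 h with doxorubicin before readout; 0% = doxorubicin-only wells and 100% = vehicle-treated cells without doxorubicin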
* = called active by the depositor; . = not tested or not shown.

SMILES	Measles CPE	BB579 growth dn	Yeast life ext	NPY-Y2 antag	PTEN del growth	Phagocyt inh	HCT116 bCat-KO	GALR2 antag	E-sel TNF inh	MRP-1 activ
COc1ccc(OC)c(C2CC(=O)Nc3cc(OC)c(OC)c(OC)c32)c1 (configuration not stated)	19.3	-64.1	-0.9	2.5	80.0	-0.2	83.8	-0.6	-0.9	-0.4
COC(=O)CNc1c(-c2ccccn2)nc2ccc(Br)cn12	9.4	-43.5	-18.5	2.1	101.8	-1.7	87.2	-7.2	8.6	-0.1
CC(Sc1nnc(COc2ccc3ccccc3c2)n1C)C(=O)O (configuration not stated)	33.0	-14.2	-8.0	-2.3	98.3	-0.3	103.5	6.1	8.3	-0.9
Cc1cc(C(=O)CN2C(=O)C3CC=CCC3C2=O)c(C)n1-c1ccccc1 (configuration not stated)	6.0	-80.5	18.4	3.1	77.8	-0.5	71.1	9.2	-39.0	-1.7
COc1ccc2c(c1)nc(SCC(=O)c1ccc(Br)s1)n2C	12.3	-9.8	18.1	3.9	82.7	.	82.3	1.7	.	-5.8
CCCN(Cc1cc2ccc(C)cc2[nH]c1=O)S(=O)(=O)c1ccccc1	16.1	-25.8	0.4	4.2	79.8	0.2	88.6	-7.7	-30.1	-2.5
c1ccc(-c2cn3nc(-c4ccccc4)c(-c4ccccc4)nc3n2)cc1	6.4	-38.7	-14.8	-1.4	87.7	.	93.9	18.5	23.1	0.6
Cc1c2c(nc3nc4ccccc4n13)CC(C)(C)CC2=O	2.5	-50.9	-5.6	2.2	102.0	2.9	97.2	-2.3	3.2	-0.5
Cc1ccc(C(=O)NC(=S)Nc2c(C)ccc3nsnc23)cc1	1.2	-15.7	-6.4	5.2	83.1	-8.9	82.1	-0.6	18.1	-2.9
CC(=O)NCCNc1ccc([N+](=O)[O-])cn1	4.2	0.0	2.4	0.8	92.6	-2.5	100.5	8.8	-23.6	-1.2
O=C(NCc1cccs1)C1CCCCC1	14.3	-39.3	-4.7	4.6	95.7	1.6	97.0	3.5	-2.1	-1.5
COC(=O)C(C(=O)NCC1CCCO1)C1CCCC1 (configuration not stated)	10.5	-37.7	-1.7	0.0	98.1	-0.4	85.7	-11.9	0.5	-0.1
Cc1c(C(=O)Nc2ccncc2)sc2nc(-c3ccc(F)cc3)cn12	29.9	-36.4	-5.0	4.4	35.9	-0.6	48.2	13.9	10.7	-4.7
CC(=O)Nc1ccc(S(=O)(=O)NCC(=O)OCC(=O)NC(=O)C2CCCCC2)cc1	22.8	-38.2	12.9	2.0	103.4	.	90.7	5.0	.	1.0
CCC(C)N=Cc1c(NCc2ccco2)nc2c(C)cccn2c1=O (configuration not stated)	-0.4	-9.0	-6.5	16.9	79.1	3.2	89.0	3.2	5.5	-5.4
O=C(NCC1(c2ccccc2)CCOCC1)c1ccc(Br)o1	4.7	-6.1	-8.4	6.4	105.4	-0.3	97.5	-6.1	.	-1.3
CCC1CSC(Nc2ccc(C(=O)/C=C/c3cccc(C)c3)cc2)=N1 (configuration not stated)	22.6	-38.0	-4.8	0.5	20.6	.	11.1	-0.5	6.8	-4.7
O=C(COC(=O)c1ccco1)NCc1ccco1	4.0	-13.6	-3.7	2.2	95.8	-0.5	98.6	4.2	-14.4	0.0
Cc1ccc(NC(=O)CC2C(=O)N(Cc3ccccc3)C(=S)N2NC(=O)c2cccc(F)c2)c(C)c1 (configuration not stated)	6.5	-34.3	-3.1	-1.3	64.5	-7.2	79.4	-10.7	.	-4.3
CC(C)(C)OC(=O)N1CCC(C(=O)N[C@@H](Cc2ccccc2)C(=O)O)CC1	4.5	-5.4	-5.0	1.8	103.1	-0.8	99.4	-6.2	6.0	-0.6
Cc1cc(NC(=O)C2CCN(S(=O)(=O)c3cccs3)CC2)no1	7.5	-6.7	-0.6	1.5	94.8	0.4	95.2	-0.7	0.3	-3.6
COc1ccc(F)cc1S(=O)(=O)NC1CC(C)(C)NC(C)(C)C1	12.7	-19.3	-14.5	1.4	95.8	.	92.3	5.5	-44.1	-1.4
CCC1Oc2ccccc2N(CC(=O)Nc2ccccc2OC)C1=O (configuration not stated)	11.9	-6.8	-3.2	3.2	101.4	-0.6	99.8	-1.5	.	-1.0
COc1ccc(/C=N/NC(=O)c2c(C)n(C)c3ccc(OC)cc23)c(OC)c1	7.0	-9.2	-4.2	-0.5	88.6	1.2	88.8	-5.0	.	-2.2
O=C1CCCN1c1ccc(S(=O)(=O)Nc2ccc3c(c2)OCCO3)cc1	3.7	-19.8	-8.9	3.6	25.1	-1.4	25.2	12.8	11.8	-1.1
COc1cccc(-c2cc(C(=O)NCCCn3ccnc3)no2)c1	8.7	-24.7	-7.2	2.3	102.0	0.3	95.6	-11.4	18.6	-1.9
CCOC(=O)c1[nH]c(C)c(/C(O)=C2\C(=O)C(=O)N(CCCN(C)C)C2c2ccncc2)c1C (configuration not stated)	2.4	-13.5	-9.0	1.0	81.2	-0.6	95.9	-0.2	1.1	-1.7
CCOC(=O)c1cnn(-c2cc(C(C)(C)C)nc3c(-c4ccccc4)c(C)nn23)c1N	7.0	-27.5	-6.3	0.2	91.0	-0.2	98.9	5.1	-14.6	-0.3
Cc1ccc(SCCC(=O)N2CCC(C)CC2)cc1	15.4	3.0	.	8.0	97.0	.	90.8	3.3	-0.7	2.9
COc1ccc(Br)cc1CNCCSc1nnnn1C	3.3	-45.8	-4.0	5.1	108.3	-1.2	88.9	8.0	9.8	-1.0
CCN(CC)CCCNC(=O)CC1Sc2ccccc2NC1=O (configuration not stated)	4.9	-0.7	-23.1	2.6	85.3	-1.4	86.2	-8.2	15.0	-2.4
N=c1c2c(n(Cc3ccccc3)c3c1CCC3)CCC2	4.9	-32.9	1.8	-0.7	10.7	-0.1	10.8	3.9	45.2	0.2
Cc1cc(NC(=O)CS(=O)(=O)c2cn(Cc3ccccc3Cl)c3ccccc23)no1	17.8	-17.3	-4.4	5.0	66.1	-0.6	67.3	2.0	1.9	-0.7
O=C(CS(=O)CC(=O)N(CC(=O)NC1CCCC1)c1ccc2c(c1)OCCO2)Nc1ccc(F)cc1 (configuration not stated)	7.0	19.8	-16.6	1.3	93.9	.	89.7	1.2	.	-1.9
COc1ccc(NC(C#N)c2ccccc2OCc2ccccc2)cc1 (configuration not stated)	13.0	-44.1	14.2	0.3	37.7	-5.4	34.5	3.9	8.3	-3.7
Cc1ccc(-n2nnnc2-c2cnc3cc4c(cc3c2C)OCO4)cc1	4.4	-14.4	-11.4	3.8	85.2	3.0	79.8	15.3	32.9	-3.4
C#CCN1C(=O)C(O)(CC(=O)c2cc(OC)ccc2OC)c2ccccc21 (configuration not stated)	15.4	-33.1	-4.1	-0.2	12.3	-3.0	9.4	9.1	-0.7	-3.2
CCOC(=O)c1c(CN(C)C)oc2cc(CN(C)C)c(O)c(CSc3ccccc3)c12	7.2	-58.5	-5.8	8.3	98.9	.	79.6	12.3	15.1	-1.1
CC(C)(C)N/N=C1\CC(c2ccccc2)Oc2ccccc21 (configuration not stated)	1.8	-24.1	-2.8	3.4	65.1	-11.1	69.4	0.0	.	-1.9
CC(=O)NCCc1ccc(S(=O)(=O)NCc2ccc3c(c2)OCO3)cc1	9.5	-24.6	-12.2	2.3	90.3	0.1	104.0	0.3	2.2	-0.8

Compound profiles (already shown).
Results for COc1ccc(/C=N/NC(=O)c2c(C)n(C)c3ccc(OC)cc23)c(OC)c1 = Measles CPE: 7.0; BB579 growth dn: -9.2; Yeast life ext: -4.2; NPY-Y2 antag: -0.5; PTEN del growth: 88.6; Phagocyt inh: 1.2; HCT116 bCat-KO: 88.8; GALR2 antag: -5.0; E-sel TNF inh: .; MRP-1 activ: -2.2
Results for Cc1ccc(SCCC(=O)N2CCC(C)CC2)cc1 = Measles CPE: 15.4; BB579 growth dn: 3.0; Yeast life ext: .; NPY-Y2 antag: 8.0; PTEN del growth: 97.0; Phagocyt inh: .; HCT116 bCat-KO: 90.8; GALR2 antag: 3.3; E-sel TNF inh: -0.7; MRP-1 activ: 2.9

Other structures follow.
SMILES	Measles CPE	BB579 growth dn	Yeast life ext	NPY-Y2 antag	PTEN del growth	Phagocyt inh	HCT116 bCat-KO	GALR2 antag	E-sel TNF inh	MRP-1 activ
CCOC(=O)Cn1c(=NC(=O)c2nc3ccccc3s2)sc2cc(S(N)(=O)=O)ccc21	3.3	-39.6	6.2	-1.2	101.9	-11.1	96.9	2.5	.	-1.4
CCOC(=O)c1cc(C(=O)Nc2cccc(C)c2)nn1C	2.1	-5.8	-21.4	1.5	90.3	.	82.9	5.6	14.8	0.2
CC(C)C1C(C#N)=C(N)SC(N)=C1C#N	4.7	-8.2	-4.0	3.2	100.2	0.7	110.1	2.6	-36.8	3.1
Cc1ccc(-c2nnc(SCC(=O)N3c4ccccc4NC(=O)C3(C)C)n2N)cc1	17.5	-5.0	-1.3	3.5	96.4	2.7	106.0	4.6	-0.8	-0.8
CCCCNC(=O)c1nn(-c2ccccc2OC)c(=O)c2ccccc12	34.6	-14.0	-4.8	1.1	89.8	-3.9	89.5	23.7	-16.7	-2.9
NC(=O)c1oc2ccccc2c1NC(=O)CCc1ccccc1	1.7	-31.8	-6.8	4.2	107.0	-0.2	94.6	9.7	-5.4	-1.8
Nc1ccc(-n2nncc2-c2ccccc2)cc1	7.6	-10.9	.	2.7	108.8	.	101.5	10.0	-16.6	-2.6

Compounds shown so far that have fluorine:
SMILES	Measles CPE	BB579 growth dn	Yeast life ext	NPY-Y2 antag	PTEN del growth	Phagocyt inh	HCT116 bCat-KO	GALR2 antag	E-sel TNF inh	MRP-1 activ
Cc1c(C(=O)Nc2ccncc2)sc2nc(-c3ccc(F)cc3)cn12	29.9	-36.4	-5.0	4.4	35.9	-0.6	48.2	13.9	10.7	-4.7
Cc1ccc(NC(=O)CC2C(=O)N(Cc3ccccc3)C(=S)N2NC(=O)c2cccc(F)c2)c(C)c1 (configuration not stated)	6.5	-34.3	-3.1	-1.3	64.5	-7.2	79.4	-10.7	.	-4.3
COc1ccc(F)cc1S(=O)(=O)NC1CC(C)(C)NC(C)(C)C1	12.7	-19.3	-14.5	1.4	95.8	.	92.3	5.5	-44.1	-1.4
O=C(CS(=O)CC(=O)N(CC(=O)NC1CCCC1)c1ccc2c(c1)OCCO2)Nc1ccc(F)cc1 (configuration not stated)	7.0	19.8	-16.6	1.3	93.9	.	89.7	1.2	.	-1.9

Of the compounds above, these contain a cyano group:
SMILES	Measles CPE	BB579 growth dn	Yeast life ext	NPY-Y2 antag	PTEN del growth	Phagocyt inh	HCT116 bCat-KO	GALR2 antag	E-sel TNF inh	MRP-1 activ
COc1ccc(NC(C#N)c2ccccc2OCc2ccccc2)cc1 (configuration not stated)	13.0	-44.1	14.2	0.3	37.7	-5.4	34.5	3.9	8.3	-3.7
CC(C)C1C(C#N)=C(N)SC(N)=C1C#N	4.7	-8.2	-4.0	3.2	100.2	0.7	110.1	2.6	-36.8	3.1
